# eLon inh: inhibitors of E. coli Lon protease, primary screen, biochemical, fluorescence polarization; P0A9M0; purified E. coli Lon protease; inhibition, % at 7.94 µM; 360,000 compounds, 0.42% hits; AID 602123, 2011; in the data active = inhibition above about 13%, passing the limit was not always enough;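 note: 0% = enzyme with probe and DMSO and 100% = no enzyme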
# Target sequence (P0A9M0 whole entry, looked up): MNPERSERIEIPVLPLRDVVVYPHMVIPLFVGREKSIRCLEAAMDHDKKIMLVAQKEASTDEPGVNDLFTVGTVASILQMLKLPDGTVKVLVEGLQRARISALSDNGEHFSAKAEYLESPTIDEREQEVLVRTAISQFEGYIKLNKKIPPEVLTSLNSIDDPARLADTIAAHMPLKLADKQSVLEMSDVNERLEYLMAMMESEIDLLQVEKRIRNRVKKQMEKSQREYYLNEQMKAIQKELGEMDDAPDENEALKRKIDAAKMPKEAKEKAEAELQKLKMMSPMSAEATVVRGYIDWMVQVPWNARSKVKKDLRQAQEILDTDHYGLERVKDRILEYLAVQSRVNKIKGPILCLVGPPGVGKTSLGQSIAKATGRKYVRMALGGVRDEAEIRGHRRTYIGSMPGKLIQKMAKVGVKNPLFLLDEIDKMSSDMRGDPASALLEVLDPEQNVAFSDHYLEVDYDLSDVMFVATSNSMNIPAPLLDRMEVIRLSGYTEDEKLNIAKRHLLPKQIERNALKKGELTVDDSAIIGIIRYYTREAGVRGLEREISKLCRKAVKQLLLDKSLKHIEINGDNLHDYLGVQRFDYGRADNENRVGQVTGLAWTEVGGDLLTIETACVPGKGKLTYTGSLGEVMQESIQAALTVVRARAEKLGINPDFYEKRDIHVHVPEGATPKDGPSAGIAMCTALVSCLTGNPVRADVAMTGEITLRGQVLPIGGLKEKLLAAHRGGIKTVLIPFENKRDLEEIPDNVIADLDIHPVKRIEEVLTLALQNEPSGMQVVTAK
# FAS TE block: FAS thioesterase domain inhibitors, primary screen, biochemical, fluorescence intensity, uHTS | Fatty acid synthase (Homo sapiens), P49327 | recombinant FAS-TE, OMFH fluorogenic substrate, fluorescence endpoint | inhibition, % at 15 µM | 360,000 compounds, 0.67% hits | AID 602261, 2012;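 active = compounds whose normalised, plate-corrected inhibition of enzyme fluorescence in the single-dose primary screen is 50% or more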;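 note: 0% = DMSO with enzyme and 100% = substrate without enzyme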
# NRP1-CendR mod: modulators of CendR peptide binding to NRP-1, primary screen, biochemical, fluorescence polarization, uHTS. inhibition, % at 25 µM. 360,000 compounds, 0.85% hits. FAM-RPARPAR peptide binding to NRP-1;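 active = inhibition or corrected inhibition above about 18%, plus a signal ratio from 0.5 to 1.5, limit read from the data, passing the limit was not always enough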; note: strong numbers were not always called active
# bovine MsrA act: bovine MsrA enzyme activators, primary screen, biochemical, absorbance, HTS; activation, % at 10.6 µM; AID 602163, 2012; purified bovine MsrA, absorbance read-out; Methionine sulfoxide reductase A (Bos taurus); 360,000 compounds, 0.3% hits; in the data active = activation above about 7.5%;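 note: 0% = vehicle and 100% = reference activator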
# SKN-1 inh: suppressors of acrylamide-induced Pgst-4::GFP reporter in worms, primary screen, SKN-1 inhibitor project, whole organism, uHTS, GFP/RFP fluorescence ratio, strain VP596 | C. elegans VP596 Pgst-4::GFP/RFP ratio, 24 h | AID 624304, 2012 | 360,000 compounds, 0.49% hits | inhibition, % at 21.8 µM;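 active = interference check ratio from 0.5 to 1.5 plus GFP to RFP signal ratio inhibition reaching or exceeding a fixed threshold, cut at about 30% in these data, passing the limit was not always enough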; note: some compounds called inactive have numbers as strong as hits
# MLLE-PAM2 inh: inhibitors of PABP1 MLLE–PAM2 peptide binding, primary screen, biochemical, fluorescence polarization, FITC-PAM2, GST-MLLE; Polyadenylate-binding protein 1 (Homo sapiens), P11940; inhibition, % at 20 µM; 360,000 compounds, 0.36% hits; AID 588489, 2011; in the data active = inhibition above about 35%, passing the limit was not always enough;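 note: plate controls were DMSO wells with GST-MLLE for no effect and wells lacking GST-MLLE protein for full effect; some results filed as inactive read as strong as hits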
# MT1-MMP act inh: blockers of MT1-MMP proenzyme processing, primary screen, HT1080 RFP-PRO-GFP cells, GFP/RFP fluorescence; Matrix metalloproteinase-14 (Homo sapiens), P50281; GFP/RFP ratio fluorescence, overnight; percent of plate control window, DMSO zero; GFP/RFP ratio change, % at 20 µM; 360,000 compounds, 0.061% hits; AID 651647, 2012;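 active = GFP/RFP ratio change of at least 30% with cell ATP level not reduced by more than half and red fluorescence within 50% of control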; note: strong numbers were not always called active
#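 Assay system: HT1080 RFP-PRO-GFP cells. Benchmarks: DMSO vehicle wells and RFP-L50D-GFP reporter cell wells. Times: overnight cell settling, then overnight compound exposure, 37 °C, 5% CO2. Compound: 20 µM single dose, 1% DMSO. Read-out basis: GFP/RFP fluorescence ratio.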
# MsrA inh: bovine MsrA enzyme inhibitors, primary screen, biochemical, absorbance, HTS | Methionine sulfoxide reductase A (Bos taurus) | purified bovine MsrA, absorbance read-out | inhibition, % at 15.5 µM | 360,000 compounds, 0.75% hits; in the data active = inhibition above about 4.5%;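 note: 0% = vehicle wells with enzyme and 100% = reference inhibitor wells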
# Tb MetRS inh: T. brucei MetRS inhibitors, primary screen, biochemical, luminescence; 360,000 compounds, 0.4% hits; purified T. brucei MetRS, ATP depletion, Kinase-Glo luminescence; methionyl-tRNA synthetase (Trypanosoma brucei brucei); inhibition, % at 11.9 µM;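 active = inhibition above a per-plate cutoff of the control wells' mean inhibition plus 3 SD, cut at about 5.5% in these data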;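 note: 0% = DMSO wells median and 100% = median of wells with control inhibitor compound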
#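 System: purified T. brucei MetRS enzyme / Detection: Kinase-Glo luciferase luminescence reporting remaining unconsumed ATP / Medium: HEPES buffer with MgCl2, KCl, DTT, spermine, BSA, pyrophosphatase / Replication: singlicate, one well per compound / Evaluation: percent inhibition relative to median high and low control wells / Schedule: 2 h aminoacylation at 25 °C after 15 min preincubation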
# Starred values were filed as active, the others as inactive; . = not tested or not shown.
SMILES,eLon inh,FAS TE block,NRP1-CendR mod,bovine MsrA act,SKN-1 inh,MLLE-PAM2 inh,MT1-MMP act inh,MsrA inh,Tb MetRS inh
CN1CCC(=O)N([C@H](CN=[N+]=[N-])Cc2ccccc2)CC1,4,-6,7,0,-6,13,4,-0.2,-0.4
O=C(Nc1ccc2c(c1)CCO2)Nc1nnc([C@H]2C[C@H](O)[C@@H](CO)O2)s1,8,-4,-4,-1,13,0,-2,-0.6,0.1
COc1ccc(/C=N/Nc2ccc([N+](=O)[O-])cc2S(=O)(=O)N2CCN(C)CC2)cc1,-14,-26,-98,-1,4,-112,-136,0.6,-0.8
COc1ccc(CNC(=O)C2=CC(c3ccc(C)cc3)=NS(=O)(=O)N2C)cc1,-2,18,-2,1,13,10,-1,3.0,-0.3
CCc1nc(N[C@@H](Cc2c[nH]c3ccccc23)C(=O)O)c2oc3ccccc3c2n1,-5,-3,14,-1,16,8,5,-0.3,0.5
COc1ccc(Cl)cc1NC(=O)C1CCCN(c2cc(C)nc3ncnn23)C1 (stereo unspecified),-6,1,-2,-2,10,4,8,-1.1,-0.4
O=C(CNC(=O)c1[nH]cnc1C(=O)NC(c1ccccc1)c1ccccc1)OCc1ccccc1,0,15,12,-4,9,2,-2,0.5,-0.5
COc1ccc(CCC2(C)OCC(CCCCO)O2)cc1 (stereo unspecified),-5,-5,15,-5,-2,-13,-4,1.3,-0.3
Cc1oc(-c2ccccc2)cc1C(=O)Nc1cccc(C(=O)O)c1,-5,3,-6,0,5,22,3,1.1,-1.0
CCC(C)C(=O)Nc1nc(C)c(-c2csc(Nc3cc(Cl)ccc3OC)n2)s1 (stereo unspecified),-11,16,-21,-2,28,11,16,0.1,0.1
Cn1c(SCC(=O)NCc2ccc(F)cc2)ncc(C(=O)Nc2ccccc2)c1=O,-1,2,-15,0,-4,-8,-3,-0.1,-0.3
N#Cc1cccc(NC(=O)COC(=O)CCc2ccc(S(=O)(=O)N3CCOCC3)cc2)c1,8,15,6,-2,9,-9,0,-0.5,-0.3
CCCOC(=O)C(C)n1c(-c2ccccc2)nc2ccccc2c1=O (stereo unspecified),-5,-7,-7,-6,0,1,4,1.1,-1.0
COC(=O)C(NC(=O)c1ccc(OC)cc1)(Nc1ncc(S(=O)(=O)c2ccc([N+](=O)[O-])cc2)s1)C(F)(F)F (stereo unspecified),-5,39,-2,2,-13,0,-11,.,0.0
CCOC(=O)c1sc(NC(=O)Nc2ccc(Cl)cc2)cc1C,-5,18,10,-2,-11,4,-14,1.4,1.8
COc1ccc(/C=C(/NC(=O)c2ccccc2)C(=O)NCCN2CCOCC2)cc1OC,-7,-4,11,-1,-6,-10,-3,2.8,-0.2
C=CCn1c(COc2ccc(Cl)cc2)nnc1SCC(=O)NCC(=O)OCC,-10,-3,10,8.2*,-1,-106,3,0.8,-0.1
CC(=O)Nc1ccc(S(=O)(=O)N(C)CC(=O)OC(C)C(=O)N(C)C2CCCCC2)cc1 (stereo unspecified),2,-3,-4,-7,-2,-3,-4,0.9,-0.5
CCOC(=O)C1(C)CCCCN1C(=O)c1cccs1 (stereo unspecified),-6,-3,9,0,13,9,0,0.3,-0.2
N/C(=N\OC(=O)c1ccc([N+](=O)[O-])cc1)c1cccnc1,3,0,-4,-2,5,-3,-7,0.9,0.6
CC(C)c1ccc(NC(=O)CSc2nc(=O)n(CCCN3CCOCC3)c3c2CCCC3)cc1,-14,4,2,-2,0,1,0,1.3,-0.3
CC(=NNC(=O)c1cccc(S(=O)(=O)N2CCOCC2)c1)c1ccc(Cl)cc1,-18,0,4,-2,12,17,5,0.2,0.2
COC(=O)c1sccc1-n1cccc1C(=O)C(=O)N1CCCC1,-4,0,-8,-3,-7,0,-3,-0.3,-0.5
C/C(=N\NC(N)=S)c1ccc2c(c1)OCCO2,-1,-7,2,-2,14,-4,6,1.4,-0.6
CC(=O)Nc1ccc(NC(=O)Cc2sc(C)nc2-c2ccc(C)cc2)cc1,-6,-8,10,-4,1,-20,0,0.5,-0.2
CCc1nc2ccc(C(=O)N(C)CCCN(C)C)cn2c1N(CC)CCOC,-11,-8,5,0,7,3,8,0.2,0.6
COC(=O)n1c(=O)oc2ccccc21,-17,-7,26*,-5,-1,1,0,-0.2,-0.6
COc1ccccc1NC(=O)c1sc(NC(=O)c2ccco2)c(C#N)c1C,-10,-8,4,-4,7,-9,4,1.1,-1.8
CN(CC(=O)Nc1cccc(F)c1)C(=O)/C=C/c1ccc(S(=O)(=O)N2CCCCCC2)cc1,-3,13,-1,0,-6,18,-2,-1.1,-0.2
Cc1nnc(SCC(=O)Nc2cc(S(=O)(=O)N3CCCC3)ccc2Cl)n1C1CC1,6,-3,-9,-4,8,14,-2,-0.9,-0.5
Cc1[nH]c(C)c2c(=O)n(-c3ccccc3)ncc12,-16,-7,-12,-11,27,-20,.,-0.1,-0.6
CC1(C)Cc2ccccc2-c2nnc(-c3cccnc3)n21,-10,-13,4,-7,19,11,-3,-1.4,-0.5
O=C(CN1CCN(S(=O)(=O)c2ccccc2)CC1)NC(=O)NCc1ccccc1,0,-10,7,0,20,-14,1,-0.1,-0.9
COc1ccc(C(C(=O)NC(C)(C)C)N(C(=O)CCC(=O)Nc2cc(C)on2)c2ccc3c(c2)OCCO3)cc1 (stereo unspecified),1,1,12,-1,-10,-7,0,-0.7,-0.5
CCOC(=O)N1CCN(Cc2nc(-c3ccc(Cl)cc3)no2)CC1,-16,2,24,1,-3,-12,0,0.5,0.7
CC(=O)N1CCCC(C)(C(=O)Nc2ccc3oc(C)nc3c2)C1 (stereo unspecified),-9,-9,-2,-4,16,5,2,0.1,-0.3

# Some entries already given with just FAS TE block.
SMILES | FAS TE block
COc1ccc(C(C(=O)NC(C)(C)C)N(C(=O)CCC(=O)Nc2cc(C)on2)c2ccc3c(c2)OCCO3)cc1 (stereo unspecified) | 1
C=CCn1c(COc2ccc(Cl)cc2)nnc1SCC(=O)NCC(=O)OCC | -3
CCCOC(=O)C(C)n1c(-c2ccccc2)nc2ccccc2c1=O (stereo unspecified) | -7
CCC(C)C(=O)Nc1nc(C)c(-c2csc(Nc3cc(Cl)ccc3OC)n2)s1 (stereo unspecified) | 16
CCc1nc2ccc(C(=O)N(C)CCCN(C)C)cn2c1N(CC)CCOC | -8

# Other compounds follow.
SMILES,eLon inh,FAS TE block,NRP1-CendR mod,bovine MsrA act,SKN-1 inh,MLLE-PAM2 inh,MT1-MMP act inh,MsrA inh,Tb MetRS inh
COc1cccc(NC(=O)Nc2cc(C)on2)c1,-2,-2,5,-1,12,-3,0,-0.8,-0.3
COc1ccc(CCNC(=O)Cn2c(=O)n(CC3CCCO3)c(=O)c3ccccc32)cc1OC (stereo unspecified),-4,-5,11,-8,0,-1,-1,0.5,-0.8
COc1ccccc1NS(=O)(=O)c1ccc(NC(=O)N2CCCCC2)cc1,-4,-4,10,-4,-12,-10,4,1.4,-0.4
Cc1sc(NC(=O)c2c(F)cccc2F)nc1-c1ccccc1,2,17,16,-4,25,-4,-7,-0.4,-1.1
O=C(NCCCCc1ccccc1)C1CCCC1,1,-5,-1,-11,13,11,-1,-1.0,-1.4
Cc1ccc(C)c(OCCC(=O)OCC(=O)NCc2ccc(F)cc2)c1,-4,6,-26,-3,7,-7,-1,-1.7,0.0
Cc1nc(C(C)N(C)Cc2nc(Cc3ccccc3F)no2)c(C)s1 (stereo unspecified),-3,-4,-7,-4,0,0,0,0.3,-0.5
CCCN(CCC)Cc1c(C(=O)OCC)nnn1-c1nonc1N,-11,6,0,-11,-8,0,1,-0.3,-2.2
COc1ccccc1N(CCC#N)C(=S)Nc1ccc(S(=O)(=O)N2CCOCC2)cc1,1,-2,0,-2,13,28,-1,0.0,-0.3
COC1CCCCC1NS(=O)(=O)c1ccccc1 (stereo unspecified),-6,-3,2,-1,10,1,0,-1.1,-0.9
O=S1(=O)C[C@@H]2N=C(N/N=C/c3ccccc3)S[C@@H]2C1,-3,-7,4,-4,-1,12,-3,1.1,-0.5
COc1cc(NC(=O)Nc2nc(C(N)Cc3ccc(C(F)(F)F)cc3)cs2)cc(OC)c1OC (stereo unspecified),0,-2,1,2,10,3,7,-0.7,-0.1

# Exported bar-delimited: part of the list above
Molecule | eLon inh | FAS TE block | NRP1-CendR mod | bovine MsrA act | SKN-1 inh | MLLE-PAM2 inh | MT1-MMP act inh | MsrA inh | Tb MetRS inh
Cc1ccc(C)c(OCCC(=O)OCC(=O)NCc2ccc(F)cc2)c1 | -4 | 6 | -26 | -3 | 7 | -7 | -1 | -1.7 | 0.0
Cc1nc(C(C)N(C)Cc2nc(Cc3ccccc3F)no2)c(C)s1 (stereo unspecified) | -3 | -4 | -7 | -4 | 0 | 0 | 0 | 0.3 | -0.5
CCCN(CCC)Cc1c(C(=O)OCC)nnn1-c1nonc1N | -11 | 6 | 0 | -11 | -8 | 0 | 1 | -0.3 | -2.2
COc1ccccc1N(CCC#N)C(=S)Nc1ccc(S(=O)(=O)N2CCOCC2)cc1 | 1 | -2 | 0 | -2 | 13 | 28 | -1 | 0.0 | -0.3
COC1CCCCC1NS(=O)(=O)c1ccccc1 (stereo unspecified) | -6 | -3 | 2 | -1 | 10 | 1 | 0 | -1.1 | -0.9

# Continued.
SMILES,eLon inh,FAS TE block,NRP1-CendR mod,bovine MsrA act,SKN-1 inh,MLLE-PAM2 inh,MT1-MMP act inh,MsrA inh,Tb MetRS inh
COc1ccccc1N(CC(=O)NCCSC(C)(C)C)S(C)(=O)=O,5,-5,-3,-2,7,-5,0,-0.6,-0.5
OC(COCC1COc2ccccc2O1)CN1CCN(c2ccccc2)CC1 (stereo unspecified),-10,-3,-3,-4,-11,3,0,0.7,-1.2
S=c1[nH]nc(-c2cc(-c3ccccc3)n[nH]2)n1/N=C/C=C/c1ccco1,-9,8,-54,-1,10,3,-6,-0.8,0.4
Cc1ccc(NC(=O)Nc2ccccc2C(=O)NCc2ccccc2)cc1,-1,2,0,2,2,-10,0,0.0,-0.2
CC(C)OC(=O)NC(c1ccccc1)C(Cl)(Cl)Cl (stereo unspecified),6,6,9,-12,-1,13,.,-2.1,-1.4
COc1ccccc1Cc1c(-c2ccc(C#N)cc2)nc2c3ccccc3ccn12,-4,4,-42,-3,6,10,-1,1.1,0.1

# From PubChem BioAssay
